KCNK3 inh: human KCNK3 channel inhibition, primary screen. O14649. CHO-KCNK3 thallium flux, FluxOR fluorescence; stronger effect = lower value. B-score at 10 µM. actives 0.84% (n = 340,000). AID 602410;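 active means B-score under library mean minus 4 SD, starting fluorescence ratio at most library mean plus 5 SD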;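 further: more negative B-score means stronger inhibition of thallium flux through KCNK3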
TMEM16A act: activates or potentiates the mouse TMEM16A chloride channel | Q8BHY3 | HEK293 TMEM16A/YFP-H148Q/I152L, iodide quench fluorescence; stronger effect = lower value | B-score at 10 µM | actives 0.3% (n = 340,000) | AID 623877;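 active means fluorescence-ratio B-score plate-corrected deviation score at least 3 library SD below zero, with starting fluorescence score within 5 deviations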;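 further: channel opened by trigger with iodide after compound preincubation; score built on the fluorescence ratio of max minus min over baseline; more negative score means more quench and so TMEM16A activation or potentiation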
Target sequence (Q8BHY3 whole entry, looked up): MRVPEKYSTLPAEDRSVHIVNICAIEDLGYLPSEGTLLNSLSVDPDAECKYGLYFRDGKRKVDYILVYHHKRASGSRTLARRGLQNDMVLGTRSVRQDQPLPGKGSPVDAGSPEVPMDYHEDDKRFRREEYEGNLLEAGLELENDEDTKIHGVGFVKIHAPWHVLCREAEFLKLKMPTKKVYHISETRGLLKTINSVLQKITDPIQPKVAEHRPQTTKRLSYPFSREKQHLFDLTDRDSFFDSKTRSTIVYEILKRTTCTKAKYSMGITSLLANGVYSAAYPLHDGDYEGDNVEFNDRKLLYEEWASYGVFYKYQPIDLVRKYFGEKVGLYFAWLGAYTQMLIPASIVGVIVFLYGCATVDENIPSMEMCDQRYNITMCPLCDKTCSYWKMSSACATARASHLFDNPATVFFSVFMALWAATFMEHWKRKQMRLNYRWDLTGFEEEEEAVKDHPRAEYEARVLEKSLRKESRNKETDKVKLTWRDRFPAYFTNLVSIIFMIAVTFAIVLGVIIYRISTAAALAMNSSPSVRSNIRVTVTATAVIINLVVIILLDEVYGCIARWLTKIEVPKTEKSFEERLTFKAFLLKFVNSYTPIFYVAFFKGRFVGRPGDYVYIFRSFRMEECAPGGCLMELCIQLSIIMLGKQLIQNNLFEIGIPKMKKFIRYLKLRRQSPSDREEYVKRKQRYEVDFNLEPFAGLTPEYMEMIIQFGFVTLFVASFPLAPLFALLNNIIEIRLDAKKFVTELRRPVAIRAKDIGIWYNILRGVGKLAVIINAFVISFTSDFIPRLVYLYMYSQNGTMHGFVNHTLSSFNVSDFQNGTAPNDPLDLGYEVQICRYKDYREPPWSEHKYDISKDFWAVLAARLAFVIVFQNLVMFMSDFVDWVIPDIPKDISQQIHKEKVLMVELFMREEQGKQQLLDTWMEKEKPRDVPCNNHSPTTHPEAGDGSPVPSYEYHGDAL
An asterisk follows results filed as active; i = inactive.

SMILES	KCNK3 inh	TMEM16A act
C/C=C(\C)C(=O)OC1[C@H](OC(C)=O)C2(CO)C(CC1(C)C)C1=CCC3C4(C)CCC(O[C@@H]5O[C@H](C(=O)O)[C@@H](O[C@@H]6O[C@H](CO)[C@@H](O)[C@H](O)[C@H]6O)[C@H](O)[C@H]5O[C@H]5O[C@H](CO)[C@@H](O)[C@H](O)[C@H]5O)[C@](C)(CO)C4CCC3(C)[C@]1(C)C[C@H]2O (some centres not stated)	i	-16*
O=C(CCSc1ccc(Cl)cc1)N1CCN(S(=O)(=O)c2ccccc2)CC1	i	i
CN1CCN(S(=O)(=O)c2ccc(N(C)Cc3cccc(F)c3)nc2)CC1	i	i
Cc1ccc(S(=O)(=O)/N=C(/Nc2ccc([N+](=O)[O-])cc2[N+](=O)[O-])c2ccccc2)cc1	i	i
O=C(CN1CCN(C(=O)c2cccc(S(=O)(=O)N3CCCC3)c2)CC1)Nc1cccc(F)c1	i	i
Cc1ccc(C)c(Nc2nc3ccccc3[nH]2)c1	i	i
Cc1cc(NC(=O)C(C)SCC(=O)N(C)Cc2ccccc2F)no1 (configuration not stated)	i	i
O=S(=O)(c1cccc(F)c1)N1CCN(Cc2cc3c(cc2Br)OCCO3)CC1	i	i
COc1ccc(NC(=O)CN(C)C(=O)c2ccc(C)c(S(=O)(=O)N3CCCCC3)c2)cc1	i	i
COc1cccc(NC(=O)CN(C)C(=O)c2ccc(NS(=O)(=O)c3ccc(F)cc3)cc2)c1	i	i
CCN1C[C@@H]2[C@@H]3C(=O)N(Cc4ccccc4)C(=O)[C@@H]3[C@](CC)(C1=O)N2C(=O)c1ccc(Cl)c(Cl)c1	i	i
COc1cccc2c1C1COC3C4CC(C(=O)O)C(C(C2)N13)N4C (configuration not stated)	i	i
CCOc1cccc(C2C(C(=O)c3ccc(C)o3)=C(O)C(=O)N2c2nnc(C)s2)c1 (configuration not stated)	i	i
O=C1NC(c2cccc3ccccc23)Nc2ccc(Cl)cc21 (configuration not stated)	i	i
COc1ccc2c(c1)/C(=C/c1cc(OC)c(OC)c(OC)c1)C(=O)N2	i	i
O=C(Oc1cc(Cl)ccc1Cl)C1=CC=CN2CCS(=O)(=O)N=C12	i	i
Cn1nc(C(=O)OCC(=O)NCc2ccc(Cl)cc2)c2ccccc2c1=O	i	i
CCCOc1ccc(C(F)(F)F)cc1NC(=O)CCc1c(C)noc1C	i	i
CCN(C(=O)CSc1nnc(SC)s1)c1c(N)n(Cc2ccccc2)c(=O)[nH]c1=O	i	i
COc1ccc(C(CNC(=O)c2ccc(-c3nc4ccccc4s3)o2)N2CCCC2)cc1 (configuration not stated)	i	i
CCN(CC(=O)Nc1c(F)cccc1F)C(=O)Cc1ccsc1	i	i
O=C(O)C(Cc1ccc(OS(=O)(=O)Cc2ccccc2)cc1)NS(=O)(=O)Cc1ccccc1 (configuration not stated)	i	i
O=c1cc(SCc2ccccc2)nc[nH]1	i	i
O=C(O)C(c1ccccc1)C1(O)CC2CCC1C2 (configuration not stated)	i	i
CC(Oc1cccnc1[N+](=O)[O-])C(=O)Nc1ccc(Cl)cn1 (configuration not stated)	i	i

Of the compounds above, these have nitrogen in an aromatic ring:
SMILES	KCNK3 inh	TMEM16A act
CN1CCN(S(=O)(=O)c2ccc(N(C)Cc3cccc(F)c3)nc2)CC1	i	i
Cc1ccc(C)c(Nc2nc3ccccc3[nH]2)c1	i	i
Cc1cc(NC(=O)C(C)SCC(=O)N(C)Cc2ccccc2F)no1 (configuration not stated)	i	i
CCOc1cccc(C2C(C(=O)c3ccc(C)o3)=C(O)C(=O)N2c2nnc(C)s2)c1 (configuration not stated)	i	i
Cn1nc(C(=O)OCC(=O)NCc2ccc(Cl)cc2)c2ccccc2c1=O	i	i
CCCOc1ccc(C(F)(F)F)cc1NC(=O)CCc1c(C)noc1C	i	i
CCN(C(=O)CSc1nnc(SC)s1)c1c(N)n(Cc2ccccc2)c(=O)[nH]c1=O	i	i
COc1ccc(C(CNC(=O)c2ccc(-c3nc4ccccc4s3)o2)N2CCCC2)cc1 (configuration not stated)	i	i
O=c1cc(SCc2ccccc2)nc[nH]1	i	i
CC(Oc1cccnc1[N+](=O)[O-])C(=O)Nc1ccc(Cl)cn1 (configuration not stated)	i	i

(further entries)
SMILES	KCNK3 inh	TMEM16A act
Cc1cccc(C(=O)OCC(=O)NC23CC4CC(CC(C4)C2)C3)c1O	i	i
COc1ccc(S(=O)(=O)Nc2cccc3c2O[C@H](CN(C)Cc2ccc(-c4ccccc4)cc2)[C@@H](C)CN([C@H](C)CO)C3=O)cc1	i	i
O=C(COc1ccc(S(=O)(=O)N2CCOCC2)cc1)Nc1ccc(Br)cc1	i	i
O=C(Nc1ccc(S(=O)(=O)NC2=NCCCCC2)cc1)c1cc(F)c(F)cc1Cl	i	i
COc1cccc(NC(=O)CN(C)CC(=O)NCc2ccc(F)cc2)c1	i	i
CCN(CC(=O)NCc1cccs1)C(=O)/C=C/c1cc(Br)ccc1OC(F)F	i	i
Cc1ccc(NC(=O)COC(=O)c2ccc[n+]([O-])c2)c(Br)c1	i	i
O=C(OCC(=O)N1CCc2ccccc21)c1ccc([N+](=O)[O-])o1	i	i
OCCCNc1ncnc2[nH]ncc12	i	i
CC(NC(=O)C1CCN(C(=O)Nc2ccccc2)CC1)c1ccc(Cl)cc1 (configuration not stated)	i	i
O=c1cc(-c2ccsc2)oc2cc(-c3ccc4c(c3)OCO4)ccc12	i	i
Cc1cc(C)cc(NC(=O)CN(C)CC(=O)N(CC(C)C)c2c(N)n(CC(C)C)c(=O)[nH]c2=O)c1	i	i
O=C(OCC(=O)N1CCCCCC1)c1cnc(Cl)c(Cl)c1	i	i
O=CNc1ccc2c(c1)Cc1cc([N+](=O)[O-])ccc1-2	i	i
Cc1cccc(C(=O)NC(C(=O)Nc2ccc(S(=O)(=O)Nc3nccs3)cc2)C(C)C)c1 (configuration not stated)	i	i
COc1cccc(-c2ncc3ccccc3c2COC(=O)c2ccc(C(F)(F)F)cc2)c1	i	i
COC(=O)C1CCN(C(=O)COC(=O)c2cc(-c3ccccc3)nc3ccc(OC)cc23)CC1	-12*	i
Cn1c(=O)c(NC2CCCCC2)c2c3c(cccc31)C(=O)c1ccccc1-2	i	i
CCCCN(C(=O)C1CCN(C(=O)c2ccccc2C)CC1)c1c(N)n(CCC)c(=O)[nH]c1=O	i	i
CC(C)Oc1ccc(S(=O)(=O)N2CCOCC2)cc1NC(=O)Cc1ccsc1	i	i
CC(=O)Nc1cc2c(cc1[N+](=O)[O-])-c1ccccc1C2O (configuration not stated)	i	i
Cc1ccc(OCCC(=O)NNC(=O)c2ccc(Br)cc2)cc1	i	i
CCN(CC(=O)Nc1c(F)cccc1F)C(=O)Cn1[nH]c(=O)c2ccccc2c1=O	i	i
Cc1ccccc1C(=O)NCC(=O)N1CCN(C/C=C/c2ccccc2)CC1	i	i
CCOC(=O)C1=C(COC(=O)C2CC(=O)N(c3ccccc3F)C2)NC(=O)NC1C (configuration not stated)	i	i

Other results.
SMILES	KCNK3 inh	TMEM16A act
CC(C(=O)N1CCc2ccccc21)N(C)CC(=O)Nc1ccccc1Cl (configuration not stated)	i	i
Clc1ccc(-c2ccnc3nc(N4CCOCC4)nn23)c(Cl)c1	i	i
C[C@H](CO)N1C[C@H](C)[C@@H](CN(C)S(=O)(=O)c2cn(C)cn2)Oc2c(NC(=O)Nc3ccc4c(c3)OCO4)cccc2C1=O	i	i
O=C(CCNC(=O)c1ccc(Br)cc1)Nc1ccc(S(=O)(=O)N2CCCCC2)cc1	i	i
C(=Cc1cnnc2ccccc12)c1ccccc1	i	i
Cc1ccc(C(=O)NNC(=O)c2n[nH]c(=O)c3ccccc23)cc1C	i	i
CCOc1ccc(C(=O)CC(C(=O)O)N2CCCCC2)cc1 (configuration not stated)	i	i
Cc1nc(NC(=O)COC(=O)[C@@H](NC(=O)c2ccco2)C(C)C)c(Cl)cc1Cl	i	i
O=C1NC(=O)C2(CCCC2C(=O)O)N1 (configuration not stated)	i	i
CCOc1ccc(S(=O)(=O)NCC(=O)OCc2nnc(-c3ccccc3)o2)cc1	i	i
CCN(CC)CCNC(=O)C(Cl)=C1C(Cl)=C(Cl)C(Cl)=C1Cl	i	i
CC(=O)Nc1cc2c3c(cccc3c1)-c1ccccc1-2	i	i
Cn1c(N)c(C(=O)COC(=O)c2ccc(OC(F)F)cc2)c(=O)n(C)c1=O	i	i
COc1ccc(CCNC(=O)c2ccc(S(=O)(=O)N3CCCCC3)cc2)cc1	i	i
CCCN(CC(=O)Nc1ccccc1C)C(=O)CSc1ccccc1C	i	i
COc1cccc(CNC(=O)c2cc(S(=O)(=O)N3CCOCC3)ccc2N2CCCC2)c1	i	i
CC(=O)Nc1sc(C)c(C)c1C(=O)OCC(=O)Nc1ccc(S(N)(=O)=O)cc1	i	i
NS(=O)(=O)c1ccc(CCNC(=O)/C=C/c2ccc(S(=O)(=O)N3CCOCC3)cc2)cc1	i	i
CN(Cc1nc2ccccc2c(=O)[nH]1)C(=O)C1CC(=O)N(c2cccc3ccccc23)C1 (configuration not stated)	i	i
COc1ccc(NS(=O)(=O)c2c(F)cccc2F)cc1S(=O)(=O)N1CCOCC1	i	i
COC(=O)c1c(C)[nH]c(C(=O)COc2ccc3ccc(=O)oc3c2)c1C	i	i
CCOC(=O)CCCCCC(=O)Nc1ccc2c(c1)C(=O)N([C@H](C)CO)C[C@H](C)[C@@H](CN(C)C(=O)Nc1ccc(OC)cc1)O2	i	i
C[C@@H](CN1CCC[C@H]1CN1C(N)=NC[C@@H]1Cc1ccccc1)N1C[C@@H](Cc2ccccc2)N(CCCC2CCCC2)C1=N	i	i
COC(=O)C1CCN(C(=O)c2cc(-c3ccco3)nc3ccccc23)CC1	i	i
O=C(O)c1cccc2c1C(=O)c1ccc(Cl)cc1S2(=O)=O	i	i

Further entries:
SMILES	KCNK3 inh	TMEM16A act
COc1ccc(/C=C/C(=O)N2CCN(S(=O)(=O)c3ccccc3Br)CC2)cc1OC	i	i
O=C1C=C(c2cc3ccccc3s2)C[C@@H](c2ccc(Cl)cc2)C1	i	i
CCOc1ccccc1C=NNC(=O)c1cccc2ccccc12	i	i
CC1(C)O[C@@H]2[C@H](O1)[C@@H](CO)O[C@H]2n1c(N2CCCCC2)nc2c(N)ncnc21	i	i
C=CC[C@@H](CC(=O)N[C@@H](CO)Cc1ccccc1)C(=O)N[C@@H](COC(=O)[C@@H](CC=C)Cc1ccc(F)cc1)Cc1ccccc1	i	i
CCCCn1c(N)c(N(C)C(=O)C2CC(=O)N(Cc3ccco3)C2)c(=O)[nH]c1=O (configuration not stated)	i	i
O=C(COC(=O)COc1ccccc1F)Nc1ccc2c(c1)OCO2	i	i
O=C1COc2ccc(C(=O)COC(=O)c3ccc([N+](=O)[O-])cc3Cl)cc2N1	i	i
Cn1nnnc1Sc1ncnc2scc(-c3cccs3)c12	i	i
CN(C)C(CNC(=O)CSc1nc2sc3c(c2c(=O)n1C)CCCC3)c1ccccc1 (configuration not stated)	i	i
CCN(CC(=O)Nc1ccc(NC(C)=O)cc1)C(=O)c1cc2c(s1)CCCC2	i	i
CCOC(=O)c1cc2c(=O)n3cccc(C)c3nc2n(Cc2ccco2)c1=NC(=O)c1ccc(C)cc1	i	i
Cc1c(NC(=O)c2ccc(Cl)c([N+](=O)[O-])c2)cccc1-n1cnnn1	i	i
O=C1NC2c3c(Cl)sc(Cl)c3C(=O)C2O1 (configuration not stated)	i	i
CN1CCN(S(=O)(=O)c2ccc(NN)nc2)CC1	i	i
COc1cc(NC(=O)c2cc(OC)c(OC)c(OC)c2)c2ncccc2c1	i	i
c1ccc(C(=NNc2nc3ccccc3s2)c2ccccn2)cc1	i	i
Cn1nc(C(=O)Nc2nc(-c3ccccn3)cs2)c2ccccc2c1=O	i	i
CN(Cc1ccc(Cl)c(Cl)c1)C(=O)c1cccc(S(=O)(=O)N2CCN(Cc3ccccc3)CC2)c1	i	i
COCCN(C(=O)COC(=O)C(C)(C)Oc1ccc(Cl)cc1)c1c(N)n(Cc2ccccc2)c(=O)[nH]c1=O	i	i
COc1ccc(NC(C)=O)cc1S(=O)(=O)N1CC=C(c2ccccc2)CC1	i	i
O=C(COC(=O)c1ccc(Br)o1)Nc1ncc([N+](=O)[O-])s1	i	i
O=C(Cc1ccc(S(=O)(=O)N2CCCC2)s1)Nc1cccc([N+](=O)[O-])c1	i	i
Cc1cccc(NS(=O)(=O)c2ccc(C)c(C(=O)NCc3ccccn3)c2)c1	i	i
O=C1CCC/C=C\C[C@@H](CC(=O)N(CCO)Cc2ccccc2)C(=O)NCCO1	i	i

Retrieved by compound from the entries so far, two records:
SMILES	KCNK3 inh	TMEM16A act
COc1ccc(NC(C)=O)cc1S(=O)(=O)N1CC=C(c2ccccc2)CC1	i	i
Cn1nc(C(=O)Nc2nc(-c3ccccn3)cs2)c2ccccc2c1=O	i	i

(listing goes on)
SMILES	KCNK3 inh	TMEM16A act
CCOC(=O)C1CN(Cc2ccccc2)C(=O)C1=O (configuration not stated)	i	i
Cc1ccc(S(=O)(=O)N(C)CC(=O)NNC(=O)Cc2ccccc2F)cc1	i	i
CC(C)(C)OC(=O)N1CCC(NC(=O)c2[nH]cnc2C(=O)Nc2ccon2)CC1	i	i
O=C(Cn1nc(C(=O)O)c2ccccc2c1=O)Nc1cccc(S(=O)(=O)N2CCOCC2)c1	i	i
CC(C)CCC1(C)NC(=O)N(CC(=O)Nc2ccc3c(c2)OCCO3)C1=O (configuration not stated)	i	i
CC(C)CN(C(=O)C1CCCO1)c1c(N)n(CC(C)C)c(=O)[nH]c1=O (configuration not stated)	i	i
Cc1cc(Cl)ccc1NC(=O)COC(=O)CCNS(=O)(=O)c1ccccc1	i	i
COc1cccc(-c2nc(-c3ccc(NC(=O)Cc4ccccc4OC)cc3)no2)c1	i	i
COc1ccc(CNC(=O)c2ccc(N3CCC4(CC3)CC(c3ccc(Cl)cc3)=NO4)c(NC(=O)Cc3ccc(F)cc3)c2)cc1	i	i

The list is partial; the hit share may differ from the screen's.
